Assay outcomes: PubChem BioAssay, Broad Institute
E-sel inducer: E-selectin induction in HUVECs, primary screen, imaging, HUVEC, immunofluorescence imaging, single point. P16581. normalized: neutral wells 0, TNF-alpha wells 100. activation, % at 7.58 µM. hit rate 0.37% among 260,000;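 active means mean E-selectin-positive cell signal at least 10% of the positive control, reached in at least 60% of replicates, without over 20% cell loss; inconclusive means no rule given, readout overlaps actives, possibly toxicity-flagged; inactive means the rest, including those meeting only one limit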;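 further: in these data hits start at about 27%; measured in HUVEC primary endothelial cells; signal is the percent of cells scored E-selectin positive by PE staining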
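material = human umbilical vein endothelial cells (HUVEC), E-selectin induction | quantity = 3,000 cells/well | medium = EGM-2 growth medium on 0.1% gelatin-coated wells | technique = immunofluorescence imaging | read-out basis = % PE-positive cells | control set = TNF-alpha positive control, DMSO neutral control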
Cneo AK release: Cryptococcus neoformans cell lysis inducers, primary screen, AK release luminescence, single concentration. hit rate 0.2% among 360,000. lysis activity, % at 15 µM. AID 651654, 2012. C. neoformans lysis, adenylate kinase release luminescence, 4 h; normalised: neutral wells 0, clomiphene wells 100;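 active means mean lysis activity across replicates of at least 80%, whatever share of replicates individually reach that level; inactive means mean lysis activity below 80%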
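Assay system: C. neoformans cells. Amount: yeast cell density of 5 × 10^6 cells/mL. Technique: AK luminescence. Buffer or medium: YPD. Times: static 4 h at 37 °C with compound, 1 h detection. Dosing: single-point compound dose. Read-out: lysis from increased AK signal.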
RAD54 branch: inhibitors of human RAD54 branch migration, primary screen, biochemical, fluorescence, single point. inhibition, % at 10.4 µM. hit rate 0.14% among 360,000. DNA repair and recombination protein RAD54-like (Homo sapiens), Q92698. RAD54 Holliday junction branch migration, FAM/BHQ fluorescence;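 active means mean normalized replicate activity at least 40 and at least half of replicates scoring 40 or more; inconclusive means only one of the two criteria met; inactive means mean below 40 and under half of replicates reaching 40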;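 further: 0% = median of neutral control wells and 100% = median of positive control wells; inhibitors cause a drop in the FAM fluorescence signal; in these data hits start at about 50%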
Target sequence (Q92698 whole entry, looked up): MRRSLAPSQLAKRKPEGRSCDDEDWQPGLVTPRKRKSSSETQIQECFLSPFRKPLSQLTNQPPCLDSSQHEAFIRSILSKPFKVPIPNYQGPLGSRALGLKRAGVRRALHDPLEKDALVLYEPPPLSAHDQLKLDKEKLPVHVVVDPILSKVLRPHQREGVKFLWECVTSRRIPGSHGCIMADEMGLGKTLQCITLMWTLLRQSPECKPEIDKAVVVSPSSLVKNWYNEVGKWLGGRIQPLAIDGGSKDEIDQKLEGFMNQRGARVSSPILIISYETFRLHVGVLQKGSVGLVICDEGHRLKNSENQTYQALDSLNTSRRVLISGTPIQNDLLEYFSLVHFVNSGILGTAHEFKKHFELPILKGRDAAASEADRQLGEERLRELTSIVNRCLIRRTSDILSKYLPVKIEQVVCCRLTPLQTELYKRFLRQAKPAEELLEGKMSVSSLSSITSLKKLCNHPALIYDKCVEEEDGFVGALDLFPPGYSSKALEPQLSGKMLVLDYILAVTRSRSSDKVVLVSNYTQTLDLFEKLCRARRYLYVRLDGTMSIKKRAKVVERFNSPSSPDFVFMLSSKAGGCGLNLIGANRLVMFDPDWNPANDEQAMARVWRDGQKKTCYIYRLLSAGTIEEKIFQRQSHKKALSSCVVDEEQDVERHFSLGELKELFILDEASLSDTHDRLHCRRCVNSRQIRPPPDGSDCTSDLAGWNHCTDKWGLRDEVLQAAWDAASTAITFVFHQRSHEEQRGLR
ERAP1 inh: human ERAP1 aminopeptidase inhibitors, primary screen, biochemical, single point, plate reader | inhibition, % at 10.7 µM | AID 652197, 2013 | Endoplasmic reticulum aminopeptidase 1 (Homo sapiens), Q9NZ08 | hit rate 0.15% among 340,000 | recombinant ERAP1, Leu-AMC fluorescence, 60 min;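 active means mean replicate inhibition of at least 30%, or all replicates individually reaching that 30% level; inactive means mean below 30% and not every replicate reaching it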;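 further: 0% = neutral control wells and 100% = L-leucinethiol positive control wells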
PGC1a acetyl inh: inhibitors of PGC1a acetylation signal, primary screen, cell-based, U2OS, AlphaScreen, inhibitor mode; AlphaScreen anti-acetyl-lysine; with virally co-expressed GCN5 acetyltransferase; inhibition, % at 15.6 µM; hit rate 0.17% among 350,000; AID 651687, 2012;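 active means every replicate shows inhibition of at least 40%; inconclusive means mean inhibition at least 40% but some replicate below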;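 further: 0% = neutral control wells and 100% = positive control wells; some results beyond the cut were filed as inactive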
miR122 inh: miR-122 Renilla sensor signal increase in Huh7, primary screen, miR-122 inhibitor project, cell-based, single point, plate reader; Huh7 miR-122 Renilla luciferase sensor, 48 h; neutral wells = 0, positive control = 100; activation (reporter increase), % at 12.5 µM; hit rate 0.3% among 340,000; AID 602342, 2012;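 active means mean replicate activation score at least 90 and every replicate individually at or above 90; inconclusive means only one of the two criteria met; inactive means neither criterion met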;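 further: higher luciferase means less miR-122 activity so hits act as miR-122 inhibitors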
PglD DTNB: C. jejuni PglD acetyltransferase inhibitors, primary screen, biochemical, DTNB colorimetric, single point | UDP-N-acetylbacillosamine N-acetyltransferase PglD (Campylobacter jejuni) | purified PglD enzyme, DTNB colorimetric CoA detection | inhibition, % at 12.5 µM | hit rate 0.098% among 360,000 | AID 602405, 2012; in the data active means inhibition above about 16%, passing the limit was not always enough; inconclusive means no clear call, values can overlap the other calls; further: strong numbers were not always called active
RAD52 inh: RAD52 DNA annealing inhibitors, primary screen, biochemical, FRET, single point, set 2; DNA repair protein RAD52 homolog (Homo sapiens), P43351; recombinant RAD52 DNA annealing, FRET fluorescence; inhibition, % at 18.7 µM; hit rate 0.46% among 360,000; AID 651710, 2012;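 active means every replicate showing at least 50% inhibition; inconclusive means mean inhibition at least 50% but not in every replicate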
* marks the source's active call; other numbers are inactive results; ? = inconclusive; . = not tested or not shown; [ ] = another dose, or the depositor's remark.

Every second line gives: E-sel inducer, Cneo AK release, RAD54 branch, ERAP1 inh, PGC1a acetyl inh, miR122 inh, PglD DTNB, RAD52 inh
- CN(C)C(=O)c1ccc(-c2ccc([C@H]3[C@H](CO)N4C(=O)CN(C(=O)CC5CC5)C[C@@H]34)cc2)cc1
→ 0.1, ., ., -1.6, -0.4, ., ., 2.3
- CNC[C@@H]1Oc2cc(C#CC(C)C)ccc2S(=O)(=O)N([C@H](C)CO)C[C@H]1C
→ 0.3, 5.4, 4.5, 0.3, -12.1, -3.0[16.7 µM], -2.0, -27.0
- O=C(N/N=C\c1ccc(-c2ccccc2[N+](=O)[O-])o1)C1COc2ccccc2O1 (stereo not given)
→ ., -2.8, 4.3, ., 5.0, 4.5, 5.2, .
- OCCN1CCN(c2ncnc3c2ncn3[C@H]2CN(Cc3ccc(-c4ccccc4)cc3)C[C@@H](CO)O2)CC1
→ 0.2, -0.2, 4.0, -0.4, 4.1, -4.4, -1.1, -11.3
- CC(C)COc1ccc(C(=O)OCCN2CCOCC2)cc1
→ ., -2.5, -13.4, ., 9.2, -3.9, -4.4, .
- O=C(C[C@@H]1CC[C@H]2NC[C@@H](O)COC[C@@H]2O1)NCc1ccc2c(c1)OCO2
→ 0.2, -2.6, -1.4, ., 10.0, -0.3[16.7 µM], -2.7, .
- CC(=O)c1c(C)[nH]c(C(=O)OCC(=O)c2c[nH]c3ccccc23)c1C
→ 1.2, -1.1, 4.0, 1.1, ., ., 1.2, -14.1
- NC(=O)c1ccsc1NC(=O)CSc1n[nH]c(N)n1
→ ., 0.4, -9.5, -2.3, 5.5, -8.6, 3.1, 0.4
- CN(C)CCCN(C(=O)c1ccc2ccccc2c1)c1nc2cc3c(cc2s1)OCO3
→ 0.4, 2.5, 33.0, -1.1, -7.8, -5.9, -0.5, 49.8
- C=CCOc1ccc(C2NC(=O)c3ccccc3O2)cc1OC (stereo not given)
→ 0.0, -0.7, 0.6, 0.9, 18.5, -4.0, 5.0, -9.8
- Cc1cc(C)cc(NS(=O)(=O)c2c(C)[nH]c(=O)[nH]c2=O)c1
→ -0.2, -0.2, 1.2, -4.0, 6.0, ., -7.5, -10.6
- Cn1c(=O)c2cc(NC(=O)c3ccccc3Cl)c(=O)oc2n(C)c1=O
→ ., -0.1, -10.3, ., 8.8, -0.5, -4.5, .
- COc1ccc(S(=O)(=O)N(C)C[C@@H]2OCCCC[C@H](C)Oc3ccc(NC(=O)Nc4ccc(C(F)(F)F)cc4)cc3C(=O)N([C@H](C)CO)C[C@@H]2C)cc1
→ 0.1, -3.3, -6.1, -0.8, -7.8, -5.2[16.7 µM], 2.6, 9.8
- C[C@@H]1CN([C@@H](C)CO)C(=O)c2cccc(NC(=O)c3ccncc3)c2O[C@@H]1CN(C)S(=O)(=O)c1ccccc1
→ 2.8, -3.8, 6.2, -1.2, -1.4, 0.2[16.7 µM], 1.0, 2.2
- NC(=O)C1=C[C@H](c2csc3ccccc23)C[C@H](OCCCCO)O1
→ 0.0, 6.4, 3.2, -2.2, 8.1, 0.7, 2.4, -13.1
- CCOc1ccccc1NC(=S)NCc1ccco1
→ ., 8.4, 0.3, ., -16.8, 8.3, -0.2, .
- CC(=O)NCCNC(=O)C1CCC(CNc2nc(=S)[nH]c3ccccc23)CC1 (stereo not given)
→ ?, 0.1, -5.1, -4.7, ., ., 1.2, -14.9
- CCOC(=O)C(C(=O)N(C)C)c1ncc(C(F)(F)F)cc1Cl (stereo not given)
→ ., -3.0, -6.5, ., ., -24.2, -210.6, .
- Cn1nnc(NC(=O)c2ccc(Br)o2)n1
→ ., 0.2, -3.6, -4.0, -5.4, 1.0, -4.9, -0.9
- CN(CC(=O)Nc1ccc(Cl)cc1)C(=O)c1cccc(S(=O)(=O)NCc2ccccc2)c1
→ -0.6, 0.5, -7.0, 1.1, -13.3, 38.9, 3.5, -13.4
- C[C@H]1CN([C@@H](C)CO)C(=O)c2cc(C#Cc3cccc(F)c3)cnc2O[C@H]1CN(C)C(=O)C1CCC1
→ -0.2, -0.2, -1.2, 0.8, -5.2, -20.9[16.7 µM], 3.1, 20.3
- CSc1nc(N)c(C#N)c(-c2ccc(Cl)cc2)c1C#N
→ ., 0.6, 0.6, ., 4.4, -0.6, 3.3, .
- C[C@H](CO)N1C[C@H](C)[C@@H](CN(C)Cc2ccc(Oc3ccccc3)cc2)Oc2ccc(N(C)C)cc2C1=O
→ 0.1, -5.0, -7.5, -0.8, -19.0, 7.9[16.7 µM], -0.7, -10.7
- Cc1cccc(NC(=O)CSc2nnc(-c3cnccn3)n2Cc2ccco2)c1
→ ., 1.5, 9.0, ., ., 3.7, 4.9, .
- Cc1cccc(S(=O)(=O)N2CC[C@@H]3[C@H](CO)Nc4ccc(-c5ccccc5F)cc4[C@@H]32)c1
→ 0.5, -4.9, 0.9, ., 4.6, -0.1[16.7 µM], 2.1, .
- N#Cc1ccc(/C=C(\C(=O)C(=O)O)c2ccc3ccccc3n2)cc1
→ 0.6, -9.8, -10.9, ., -0.6, 11.5, 3.8, -195.5
- CSC(C1CCCC1)n1nnc2ccccc21 (stereo not given)
→ 0.2, 1.0, 13.3, -1.6, 4.3, 0.7, -1.1, 7.9
- CNC(=O)/C(C#N)=C/c1ccc(-c2ccc(Cl)cc2)o1
→ 3.3, ., ., -1.5, 5.1, ., ., -157.2
- COc1ccc(S(=O)(=O)N(C)C[C@H]2Oc3cc(-c4ccccc4OC)ccc3S(=O)(=O)N([C@H](C)CO)C[C@@H]2C)cc1
→ 0.1, -3.4, 1.3, 1.0, -3.0, 1.9[16.7 µM], 5.6, 10.5
- COCC#Cc1ccc2c(c1)O[C@H](CN(C)C(=O)CC1CC1)[C@@H](C)CN([C@H](C)CO)S2(=O)=O
→ -0.6, -3.0, -1.2, 1.6, 0.4, 3.6[16.7 µM], -2.4, 0.3
- CC12CCCCC1NS(=O)(=O)OC2 (stereo not given)
→ 0.0, -0.4, 2.8, ., 0.0, -1.3, 3.6, .
- CCCCOC(=O)CSc1n[nH]c(=O)[nH]c1=O
→ ., 1.5, 0.1, ., 2.1, -8.8, 3.5, .
- O=C(O)Cc1ccc(NC(=O)Nc2ccc3c(c2)OCO3)cc1
→ ., -2.6, -6.4, -10.7, 0.9, -9.4, -1.0, -9.9
- Cc1cc(C)n2nc(SCC(=O)Nc3ccc(F)cc3)nc2n1
→ 0.1, 4.7, 6.8, ., 8.9, -1.2, 3.2, -1.1
- COc1ccc(C2CN=NC2C(=O)c2ccccc2)cc1 (stereo not given)
→ 0.1, 0.0, -8.0, -0.5, ., ., 1.0, -21.8
- C[C@H](CO)N1C[C@H](C)[C@H](CN(C)C(=O)Nc2ccccc2)Oc2ccc(NC(=O)CCCCCC(=O)Nc3ccccc3N)cc2CC1=O
→ -0.3, -0.2, -5.7, -1.7, 1.1, -16.6[16.7 µM], 0.0, -8.0
- O=C(/C=C1\NCC2c3ccccc3CCN2C1=O)c1ccccc1 (stereo not given)
→ ., 0.8, -9.3, ., 6.3, 4.1, 9.6, .
- Cn1c(=O)n(C)c2cc(CNc3ccc(N4CCOCC4)c(C(=O)O)c3)ccc21
→ ., 0.3, 10.0, ., 4.0, -6.1, -0.1, .
- CCCNc1c(NS(=O)(=O)c2ccc(C(C)(C)C)cc2)c(=O)oc2ccccc12
→ ., -2.0, -10.6, -0.8, -8.0, -6.1, 5.7, 1.1
- CC1=C(C(=O)OCc2ccccc2)C(c2ccccc2OS(=O)(=O)c2ccc([N+](=O)[O-])cc2)NC(=O)N1CCCC(=O)O (stereo not given)
→ -0.3, 2.1, -1.2, -1.6, ., ., 5.5, -19.3
- COc1ccc2c3c(n(C)c2c1)[C@H](CO)N(C(C)=O)CC31CCN(Cc2ccc(Cl)cc2)CC1
→ -0.2, ., ., 0.7, 10.8, ., ., 23.2
- C=CCn1c(SCC(=O)Nc2ccc3c(c2)OCO3)nnc1-c1ccccc1O
→ ., 5.6, -6.7, ., -4.3, 10.9, ., .
- C[C@@H]1CN([C@H](C)CO)C(=O)c2cc(NC(=O)CCN3CCOCC3)ccc2O[C@@H]1CN(C)S(=O)(=O)c1cn(C)cn1
→ 0.0, -4.8, -0.9, 7.1, 8.8, -2.7[16.7 µM], -3.5, -1.6
- C[C@H]1CN([C@@H](C)CO)S(=O)(=O)c2ccc(C#CC3(O)CCCC3)cc2O[C@H]1CN(C)C(=O)Nc1cccc(F)c1
→ 0.8, -2.6, -2.1, 1.7, -11.5, -5.0[16.7 µM], -0.5, -19.1
- Cc1ccc(-c2csc3ncnc(NCCC(=O)O)c23)cc1
→ ., 3.1, -10.8, 6.8, 12.4, -0.7, 7.5, -17.2
- Cc1cccc(NC(=O)CC2(CC(=O)O)CCCC2)c1
→ 0.2, -3.5, 11.9, -16.0, ., 5.0, -2.6, -7.4
- Cc1cc(C)nc(CCNC(=O)CC2C(=O)NCCN2Cc2ccccc2)n1 (stereo not given)
→ ., 0.9, 5.5, -1.9, -2.5, -2.4, 4.8, -20.8
- Cc1noc(C)c1S(=O)(=O)Nc1ccc2c(c1)C(=O)N([C@@H](C)CO)C[C@H](C)[C@H](CN(C)S(=O)(=O)c1cccs1)OCCCC[C@H](C)O2
→ ., -2.2, 1.6, ., 4.8, -8.8[16.7 µM], 2.4, .
- CCn1cc(C(=O)NCc2ccncc2)c(=O)c2cc(F)c(N3CCN(C(=O)c4ccco4)CC3)cc21
→ ., 0.2, -5.2, 0.6, 4.8, -12.2, -1.4, -11.7
- COC(=O)c1[nH]c2ccccc2c1NC(=O)/C=C/c1ccc2c(c1)OCO2
→ -0.6, 1.4, -1.6, -1.3, -3.9, -2.5, 0.1, -6.1
- CN(C)CC#Cc1ccc([C@@H]2[C@@H](CO)N3CCCCN(C(=O)NC4CCCC4)C[C@H]23)cc1
→ -0.1, -0.3, -6.5, -1.7, -2.6, -2.3[16.7 µM], 1.8, 9.6
- CCC1(C)Cc2c(sc3nc(NC)n(C)c(=O)c23)CO1 (stereo not given)
→ ., -5.7, -0.2, ., 8.9, 2.5, -9.9, .
- Cc1ccc(C)c(N(CC(=O)Nc2cc(Cl)ccc2Oc2ccccc2)S(C)(=O)=O)c1
→ ., 0.1, -0.4, ., -12.4, 2.2, -3.5, .
- Cc1ccc(NC(=O)CN2CCN(C)CC2)cc1Br
→ 0.7, 0.5, 0.4, 0.5, 3.2, -6.1, 3.2, 1.4
- C=CCN1C(=O)CN=C1Nc1ccccc1
→ ., 1.1, 7.8, ., 23.2, -27.7, -2.4, .
- Cn1c(=O)c2c(-c3ccccc3)n(N3CCOCC3)cc2n(C)c1=O
→ ., 0.0, 4.4, ., 3.8, 2.4, 0.0, .
